From PubChem BioAssay
MCF10A rerep: A quantitative high throughput screen for small molecules that induce DNA re-replication in MCF 10a normal breast cells; 2.9% of 350,000 active; AID 624296, 2012; Potency, µM (series often up to 46.1 µM), without a hit: at the top dose activity, positive = re-replication, usual class: activators; MCF 10A DNA re-replication, Hoechst nuclear intensity, 48 h; note: % of control where 0% means no effect; nearly all actives have a fitted effect of over 50% in size
S2 tox: Viability Counterscreen for Primary qHTS for Inhibitors of ATXN expression | S2 cells (HEK-293 line with an ATXN2-luciferase reporter) viability, CellTiter-Fluor protease fluorescence, 24 h | Potency, µM (highest dose often 56.7 µM), usual class: cytotoxic | 0.49% of 400,000 active; note: nearly all actives have a fitted effect of over 40% in size
TGFb SMAD3 inh: qHTS for Inhibitors of TGF-b; AID 588855, 2011; HepG2 CAGA-GFP TGF-b/SMAD3 reporter, GFP fluorescence, 18 h; TGF-beta stimulated, 500 pg/mL final; 1.2% of 410,000 active; Potency, µM (highest dose often 46.1 µM), for the others: at the highest dose activity, negative = inhibition, actives largely listed as inhibitors; note: % is set by controls: 0 for no effect and ±100 for the full control effect; nearly all actives have a fitted effect of over 65% in size
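Cell-based qHTS in HEPG2 carrying a CAGA-GFP Smad reporter; compounds added before 500 pg/mL final TGF-beta, 18 h incubation at 37 degrees C, GFP fluorescence quantified per cell by imaging cytometry.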
ATXN2 expr inh: Primary qHTS for Inhibitors of ATXN expression | 0.72% of 360,000 active | AID 1745845, 2022 | Potency, µM (titrated, usually from 57 µM), inactives show top-dose activity change, negative = inhibition, usual class: inhibitors | HEK-293 ATXN2-luciferase reporter, luminescence, 24 h; note: % is set by controls: 0 for no effect and ±100 for the full control effect; nearly all actives have a fitted effect of over 55% in size
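qHTS (up to 57 uM final) was run with 24 h compound exposure of reporter cells at 37 °C. Each well was multiplexed: SteadyGlo luminescence measured ATXN2-luciferase expression after a fluorogenic Gly-Phe-AFC viability readout (25 uM final).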
EPAC2 antag: qHTS for Antagonist of cAMP-regulated guanine nucleotide exchange factor 2 (EPAC2): primary screen; Rap guanine nucleotide exchange factor 4 (Homo sapiens), Q8WZA2; EPAC2 GEF exchange of Rap1B-BODIPY-GDP, fluorescence; Potency, µM (highest dose often 114 µM), for the others: at the top dose activity, negative = inhibition, actives largely listed as inhibitors; 0.18% of 360,000 active; AID 720708, 2013; note: % is set by controls: 0 for no effect and ±100 for the full control effect; nearly all actives have a fitted effect of over 45% in size; many of its hits are not listed in these tables
Target sequence (Q8WZA2 whole entry, looked up): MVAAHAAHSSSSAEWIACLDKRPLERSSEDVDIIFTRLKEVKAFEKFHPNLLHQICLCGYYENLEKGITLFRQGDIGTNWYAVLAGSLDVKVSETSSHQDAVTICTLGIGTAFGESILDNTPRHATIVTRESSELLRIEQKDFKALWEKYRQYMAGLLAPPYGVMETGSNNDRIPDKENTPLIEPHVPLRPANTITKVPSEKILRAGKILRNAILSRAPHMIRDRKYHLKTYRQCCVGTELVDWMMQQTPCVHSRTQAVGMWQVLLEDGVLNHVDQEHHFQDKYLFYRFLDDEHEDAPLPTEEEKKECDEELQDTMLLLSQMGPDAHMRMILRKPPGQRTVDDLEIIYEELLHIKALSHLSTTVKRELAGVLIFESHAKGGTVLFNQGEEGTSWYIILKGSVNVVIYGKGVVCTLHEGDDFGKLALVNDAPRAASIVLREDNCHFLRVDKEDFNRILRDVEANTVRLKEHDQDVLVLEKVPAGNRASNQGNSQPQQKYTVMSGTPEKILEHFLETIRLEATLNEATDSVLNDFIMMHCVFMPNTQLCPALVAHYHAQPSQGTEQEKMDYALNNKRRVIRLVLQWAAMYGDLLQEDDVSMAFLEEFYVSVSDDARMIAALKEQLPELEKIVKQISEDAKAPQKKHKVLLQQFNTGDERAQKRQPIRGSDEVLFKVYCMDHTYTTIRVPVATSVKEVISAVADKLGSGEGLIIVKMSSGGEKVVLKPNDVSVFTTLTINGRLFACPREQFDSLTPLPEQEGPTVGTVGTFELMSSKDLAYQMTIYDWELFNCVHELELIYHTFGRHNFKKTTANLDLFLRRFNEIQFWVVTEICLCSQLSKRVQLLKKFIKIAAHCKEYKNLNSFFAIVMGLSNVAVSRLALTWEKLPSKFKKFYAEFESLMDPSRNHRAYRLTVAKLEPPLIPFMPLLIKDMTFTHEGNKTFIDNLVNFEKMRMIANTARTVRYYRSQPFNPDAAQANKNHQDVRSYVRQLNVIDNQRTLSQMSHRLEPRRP
Nrf2 block: Nrf2 qHTS screen for inhibitors; A549 ARE-Fluc reporter, luciferase luminescence, 18-24 h; 2.1% of 360,000 active; Potency, µM (highest dose often 46 µM), inactives show at the top dose activity change, negative = inhibition, most hits filed as inhibitors; note: % is set by controls: 0 for no effect and ±100 for the full control effect; nearly all actives have a fitted effect of over 60% in size
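In this cell-based qHTS, ARE-driven firefly luciferase in A549 cells reports Nrf2 activity; the luminescent signal after BugLite lysis is the measured value, with a prior CellTiter-Fluor read for cell health.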
Nrf2 activator: qHTS of Nrf2 Activators | AREc32 ARE-luciferase reporter (MCF7-derived line), luminescence, 24 h | Potency, µM (highest dose often 46.1 µM), for the others: at the highest dose activation, hits mostly activators | 0.31% of 410,000 active; note: % of control where 0% means no effect; nearly all actives have a fitted effect of over 65% in size
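Luminescent ARE reporter assay in AREc32_Fluc cells: overnight plating at 37 deg C, 24 hr compound incubation, Steady-Glo added, 30 min RT before reading.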
A549 tox: Nrf2 qHTS screen for inhibitors: counterscreen for cytotoxicity. Potency, µM (titrated, usually from 46 µM), inactives show at the highest dose activity change, negative = cytotoxicity, actives largely listed as inhibitors. A549 ARE-Fluc cells, CellTiter-Fluor viability, 18-24 h. 0.16% of 390,000 active; note: % is set by controls: 0 for no effect and ±100 for the full control effect
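A549 ARE-Fluc cells in 5% FBS OPTI-MEM, 5000 cells/well, rested 2 h then exposed to compounds in concentration-response for 18-24 h at 37 °C. Viability by CellTiter-Fluor fluorescence (Ex 405/Em 525) after 30 min; luciferase luminescence (BugLite, 15 min, RT) read afterwards.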
HepG2 tox: qHTS for Inhibitors of TGF-b: Cytotox Counterscreen; HepG2 CAGA-GFP viability, ATP luminescence, 18 h; 0.76% of 410,000 active; Potency, µM (series often up to 46.1 µM), inactives show at the top dose activity change, negative = cytotoxicity, actives largely listed as cytotoxic; AID 588856, 2011; note: some results filed as inactive show a strong effect at the top dose
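HepG2 CAGA-GFP cells (1000/well, DMEM with 1% FBS) received compound, then TGF-beta at 500 pg/mL final, and were incubated 18 hours at 37 degrees C. Viability was read by CellTiter-Glo luminescence. Media-only wells were set as complete cell-killing and DMSO as no toxicity.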
* marks the source's active call; other numbers are inactive results; i = inactive; ? = inconclusive; / = no result given; & = joins results of further samples; [ ] = dose if it differs, or a comment. Calls come from the whole dose curve; as a rule, active = well fitted curve in the direction sought with a large enough effect; inconclusive = small, poorly fitted or top-dose-only effect, or another doubt; inactive = no such curve, though single readings can be large; an effect the other way counts as inactive or inconclusive. Potency is the fitted concentration of half-maximal effect. Not all compounds are listed; rates above refer to the full screens.

structure	MCF10A rerep	S2 tox	TGFb SMAD3 inh	ATXN2 expr inh	EPAC2 antag	Nrf2 block	Nrf2 activator	A549 tox	HepG2 tox
COc1ccc(S(=O)(=O)N2CCCCC2)cc1NS(=O)(=O)c1ccc(CNC(C)=O)cc1	0%	i	2%	11%	3%	3%	1.9%	-2%	4%
COc1ccc(OCC(=O)c2c(O)c3ccccc3oc2=O)cc1	?	i	-1%	16%	-1%	/	0.0%	0%	-2%
CC(=O)N1CCCc2cc(S(=O)(=O)N3CCCC(C(=O)NCc4ccc(C)cc4)C3)ccc21 (centres undefined)	-5%	i	?	1%&-26%	-26%	5.8µM*	1.9%&5.5%	-5%&0%	6%&-25%
CC(=O)N1c2ccc(S(=O)(=O)N3CCC(C(=O)N4CCN(c5ccc(Cl)cc5)CC4)CC3)cc2CC1C (centres undefined)	4%	i	?	?	-7%	5.2µM*	-0.5%	-10%	-22%
Cc1cc(N/N=C/c2ccc(O)cc2O)nc(N2CCOCC2)n1	2%	i	18%	46%[activator]	1%	9%	3.7%	3%	-14%
CC(=O)c1ccc(NC(=O)Nc2ccc(Cl)cc2)cc1	30%	i	?	62%[activator]	-5%	?	2.7%	-23%	-32%
C/C(=N\NC(=O)c1ccc(Br)o1)c1cc2c(cc1NC(=O)CCC(=O)O)OCO2	-2%	i	0%	-3%	15%	26%	18%	3%	5%
COc1ccc(C(OCC(O)CN2CCC(O)CC2)c2ccc(OC)cc2)cc1 (centres undefined)	2%	i	3%	0%	-2%	7%	-0.5%	7%	-2%
COc1ccc(C(=O)NC(C)C2CC3CCC2C3)c(OC)c1 (centres undefined)	14%	i	15%	2%	-19%	/	-0.2%	-1%	5%
CCOC(=O)c1ccc(S(=O)(=O)N2CCC(C(=O)NCc3ccccc3OC)CC2)cc1	-2%	i	2%	6%	0%	2%	-0.4%	3%	1%
CC(C)N(Cc1ccccc1)C(=O)CCS(=O)(=O)c1cc2c(cc1Cl)NC(=O)CO2	/	i	-1%	-15%	/	1%	-0.1%	13%	-26%
O=C(C1CC1)N1CCc2cc(Br)c(S(=O)(=O)N3CCCCCC3)cc21	?	i	4%	-21%	8%	-21%	7.6%	1%	-2%
CC(=O)N1CCC(=O)Nc2ccc([N+](=O)[O-])cc21	2%	i	7%	10%[11.3 µM]	-3%	-5%	0.3%	0%	2%
Cc1c(NC(=O)COC(=O)c2c3c(nc4ccccc24)CCCC3)c(=O)n(-c2ccccc2)n1C	-5%	i	-3%	-2%	19%	4%	2.0%	-1%	-4%
Cc1ccc(C(C)C)c(OC(=O)/C=C/c2ccccc2)c1	4%	i	0%	-6%	-3%	1%	-0.1%	10%	5%
O=c1[nH]c2ccc(Cl)cc2c(-c2ccccc2)c1CN1CCOCC1	173%	i	?	-5%	-3%	-39%	4.2%	1%	-29%
Fc1ccc(CN2CCCCCCC2)c(F)c1	-2%	i	-5%	-1%	9%[57.1 µM]	12%	0.0%	-3%	6%
Cc1cc(C)n(-c2ccc(OCC(=O)O)nn2)n1	-1%	i	-3%	-9%	15%	20%	0.1%	/	-1%
O=S(=O)(NC1CC1)c1ccc(Br)cc1N1CCC[C@H]1CO	25%	i	-24%	1%	9%	4%	-1.5%	0%	-22%
CN(C)c1cc(Nc2ccc(O)cc2)c([N+](=O)[O-])c2nonc12	-1%	?	6%	5%	9%	-15%	0.5%	-16%	-1%
COC(=O)c1sccc1NC(=O)c1cc(C)on1	-1%	i	-49%	3%	-2%	6%	?	7%	-13%
O=C1CC(NS(=O)(=O)c2ccc(F)cc2)CN1c1ccc2c(c1)OCCO2 (centres undefined)	0%	i	-4%	2%	-4%	8%	-0.3%	-3%	3%
C=CCS/C(N)=N\N=C\c1c(O)ccc2ccccc12	?	i	7.9µM*	19%	?	?	?	-5%	-78%
COc1ccc(OCCOC(=O)c2cccs2)cc1	0%	i	-1%	24%	4%	9%	0.7%	-6%	-7%
CCOC(=O)c1c(NC(=O)C(C)OC(=O)c2ccc(NC(=O)CC#N)cc2)sc2c1CCCC2 (centres undefined)	?	i	?	-13%	-35%	-12%	2.1%	7%	-23%
O=C(CN1CCC(NC(=O)c2cccc(F)c2)CC1)NCc1cccs1	-1%	i	-20%	5%	-7%	-24%	2.1%	1%	-5%
CN(C)c1ccc(P(=O)(OCc2ccccc2)C(O)c2ccccc2F)cc1 (centres undefined)	11%	i	9%	8%	-4%	31%	-0.2%	-8%	-7%
CCCCCN(C(=O)CCC(=O)OCc1ccc(C(C)(C)C)cc1)c1c(N)n(CCCC)c(=O)[nH]c1=O	21µM*	i	?	-25%	25%	13µM*	3.3%	-12%	-95%
CC(=O)NC(c1ccc(F)c(F)c1)c1nc(-c2ccc(F)c(Cl)c2)cs1 (centres undefined)	/	i	-14%	-12%	6%	/	4.5%	/	-34%
Cn1c(SCc2ccc(F)cc2)nc2c([nH]c3ccccc32)c1=O	/	/	4%	/	/	/	5.0%	0%	-11%
CC(Oc1ccc(F)cc1)C(=O)N1CCN(c2ncccn2)CC1 (centres undefined)	1%	i	7%	0%	-14%	1%	-0.3%	1%	-10%
Nc1ncnc2c1ncn2[C@@H]1O[C@H](CN=C2NS(=O)(=O)c3ccccc32)[C@@H](O)[C@H]1O	0%	i	2%	3%	-2%	0%	-1.0%	-8%	2%
CSCCC(c1nnnn1C1CCCCC1)N1CCN(C/C=C/c2ccccc2)CC1 (centres undefined)	/	?	?	-29%	-13%	/	5.5%	/	-8%
CCOC(=O)c1c(C)n(-c2ccccc2)c2ccc(OC(=O)COc3ccccc3)cc12	/	i	-5%	11%	/	10%	-0.7%	4%	-27%
C/C(=N\OCC(=O)OCC(=O)N(Cc1ccccc1)C(C)(C)C)c1ccc2c(c1)OCO2	2%	i	?	4%	4%	5%	-0.1%	1%	5%
O=C(CN1C(=O)c2ccccc2C1=O)NC(Cc1ccccc1)C(=O)O (centres undefined)	-1%	i	?	-12%	7%	9%	-0.6%	-1%	-5%
COc1ccc(CNc2nc(-c3cccnc3)nn2S(C)(=O)=O)cc1	11%	i	-7%	-8%	5%	-7%	1.4%	-1%	-7%
CC(C)c1cc(C(=O)Nc2cc(Br)ccc2O)no1	2%	i	-15%	56%[activator]	3%	28%	20%	-1%	-24%
CCOC(=O)c1ccccc1NC(=O)COC(=O)CC1CCCCC1	1%	i	27%	2%	-5%	22%	-0.3%	-2%	132%
Cc1cc(C)c2nc(NC(=O)c3ccc(S(=O)(=O)N4CCC(C)CC4)cc3)sc2c1	/	?	?	-10%	/	/	0.5%	0%	-76%
COC(=O)c1c(N)c2ccccc2[nH]c1=O	-1%	i	-9%	-6%	5%	4%	-0.5%	1%	0%
O=C1CC(NC2CCN(C(=O)c3cccc(F)c3)CC2)C(=O)N1 (centres undefined)	-9%	i	-19%	3%	3%	-16%	0.1%	-1%	-16%
Nc1c(N(CCCO)C(=O)C2CCCCC2)c(=O)[nH]c(=O)n1Cc1ccccc1	-2%	i	1%	2%	-10%	9%	-0.1%	2%	-15%
Cc1cccc(OCC(=O)Nc2ccccc2OCc2cc(=O)n3cc(C)ccc3n2)c1	/	/	33%[activator]	/	/	/	0.7%	-2%	10%
CCOc1c(C(N)=O)c(-c2ccccc2)c2c(=O)[nH]c3ccccc3n12	?	i	?	-24%	0%	-15%	-0.4%	-5%	-31%
CCCCNC(=O)c1ccc(-c2nc(CS(=O)(=O)c3ccc(C)cc3)c(C)o2)cc1	/	i	18%	-4%	/	5%	0.1%	1%	12%
Cc1c(C(=O)O)cccc1-c1ccc(/C=C2\SC(=O)NC2=O)o1	-1%	i	24%	/	-28%	3%	-2.7%	-14%	-11%
CN(c1ccc(C(=O)NC2CCCC2)cc1)S(=O)(=O)c1ccc(Cl)cc1	10%	i	0%	5%	0%	-7%	-0.4%	2%	-14%
CN(C)c1cc[nH]c(=O)c1C#N	-3%	i	2%	2%	0%	-21%	-0.3%	-3%	-3%
CC(C)OC(=O)c1cn(-c2ccccc2)nc1-c1ccco1	?	?	-19%	-9%	-6%	-10%	3.2µM*	1%	-35%
O=C(O)C1C2C=CC(O2)C1C(=O)Nc1ccc(S(=O)(=O)N2CCc3ccccc32)cc1 (centres undefined)	-25%	i	-1%	-11%	-8%	/	-0.2%	13%	2%
COC(=O)Cn1c2c(c3cc(C)ccc31)CCCC2	0%	i	-2%	4%	-2%	-12%	0.1%	5%	-16%
COc1ccccc1/C=N/Nc1nc(C)cc(=O)[nH]1	/	i	-1%	/	0%	/	3.5%	/	-26%
COC(=O)NC1CSCC1OC(=O)CN1C(=O)c2ccccc2C1=O (centres undefined)	5%	i	0%	3%	6%	-5%	-1.1%	-2%	-11%
C/C(C/C(C)=C1/SC(=S)NC1=O)=C1\SC(=S)NC1=O	-11%	i	14%	5%	?	-15%	0.3%	1%	20%
O=C(O)c1ccc(CSc2ncn[nH]2)cc1	?	i	19%	16%	7%	2%	0.4%	-3%	8%
O=C(CCc1nnc2ccc(N3CCC4(CC3)OCCO4)nn12)Nc1ccc(F)cc1	-1%	i	2%	6%	0%	-1%	-0.5%	11%	-12%

Filtered by structure: those above with a cyano group.
structure	MCF10A rerep	S2 tox	TGFb SMAD3 inh	ATXN2 expr inh	EPAC2 antag	Nrf2 block	Nrf2 activator	A549 tox	HepG2 tox
CCOC(=O)c1c(NC(=O)C(C)OC(=O)c2ccc(NC(=O)CC#N)cc2)sc2c1CCCC2 (centres undefined)	?	i	?	-13%	-35%	-12%	2.1%	7%	-23%
CN(C)c1cc[nH]c(=O)c1C#N	-3%	i	2%	2%	0%	-21%	-0.3%	-3%	-3%
